# Source: PubChem
# NCI-60 one-dose screen, 48 h, at 10 µM unless noted. Numbers give growth in % (100 = growth as untreated, 0 = no growth, -100 = all killed).
# NCI-H226 – NCI-H226 lung cancer. hit rate 3.5% among 79,000. AID 1794732
# COLO 205 – COLO 205 colon cancer | hit rate 7.3% among 79,000 | AID 1794742
# HT29 – HT29 colon cancer; hit rate 7.4% among 81,000
# NCI-H460 – NCI-H460 lung cancer; hit rate 6.8% among 82,000
# NCI-H522 – NCI-H522 lung cancer; AID 1794739; hit rate 8% among 78,000
# HCT-15 – HCT-15 colon cancer | hit rate 5.2% among 82,000
# NCI-H322M – NCI-H322M lung cancer | hit rate 2.7% among 80,000 | AID 1794733
# HCT-116 – HCT-116 colon cancer. hit rate 7.3% among 82,000. AID 1794798
# NCI/ADR-RES – NCI/ADR-RES ovarian cells. AID 1794790. hit rate 4.4% among 81,000
# * hit, by the source's call; nt = not tested or not shown; & = joins results of further samples. Rule for the calls: active = growth percent below 10; inactive = the rest.
smiles	NCI-H226	COLO 205	HT29	NCI-H460	NCI-H522	HCT-15	NCI-H322M	HCT-116	NCI/ADR-RES
Nc1nc(N[C@@H]2C[C@H](CO)[C@@H](O)[C@H]2O)nc(=O)[nH]1	100.6	107.8	103.8	105.0	98.2	103.8	109.9	101.9	104.4
CCN(CC)CC(O)COc1c(Br)c(Br)c(Br)c2c1OC(C)(C)C2 (stereo not drawn)	46.4	67.7	18.9	27.7	145.1	97.3	60.7	45.5	85.0
O=C1C2C3C=CC(CC3)C2S(=O)(=O)C2C3C=CC(CC3)C12 (stereo not drawn)	110.3	106.2	101.3	107.6	87.1	104.2	99.3	108.3	114.9
Fc1ccc(N(c2nc(Cl)nc(Cl)n2)c2nc(Cl)nc(Cl)n2)cc1	99.8	94.7	107.2	105.2	87.2	104.4	92.6	98.1	101.8
CCCCOC(=O)c1ccc(NC(=O)CN2CCOCC2)cc1	94.3	114.1	97.1	105.7	95.9	95.8	104.7	90.9	105.9
CS(=O)(=O)c1ccc(-n2nc(C(=O)Nc3ccc(S(N)(=O)=O)cc3)cc2-c2ccccc2)cc1	96.8	110.6	113.3	109.4	94.5	97.6	102.4	104.8	103.9
O=c1c2ccccc2nc(COc2ccccc2)n1/N=C/c1ccc(F)cc1	78.9	113.5	61.4	85.4	81.8	76.5	96.6	75.3	90.8
O=C(N/N=C/c1ccc(O)cc1O)c1cccnc1	70.5	23.4	46.1	10.9	-6.0*	30.7	29.9	29.8	19.1
Cc1c(Cl)cccc1N1C(=O)C=CC1=O	94.9	17.2	95.4	123.8	67.9	104.8	106.8	80.3	110.8
COc1cc2nc(Sc3ncccc3C(=O)O)n(-c3ccccc3)c(=O)c2cc1OC	88.0	124.2	105.1	116.1	88.6	109.5	108.0	104.0	96.5
C#CCn1c2c(c3ccccc31)C[C@]1(C)[C@H]3C(=O)C=C4[C@@H]5C[C@@](C)(C(=O)OC)CC[C@]5(C)CC[C@@]4(C)[C@]3(C)CC[C@H]1C2(C)C	96.3	108.9	102.9	104.6	92.5	99.6	94.4	101.8	103.3
COc1ccc2nc(SCC(=O)Nc3ccccc3)[nH]c2c1	97.5	107.5	95.0	95.5	69.1	90.1	74.5	93.2	89.7
CC(=O)OCC1CC2CC(O)C1C2 (stereo not drawn)	95.4	114.6	100.9	103.0	99.8	104.4	104.4	111.3	112.6
CCN(CC)CCNC(=O)c1cc(S(C)(=O)=O)ccc1OC	105.5	109.8	88.6	110.5	97.2	109.2	113.8	113.3	103.9
CC(=O)Nc1ccc(/C=C2\SC(=S)N(/C=C(\C(C)=O)C(N)=O)C2=O)cc1	86.2	92.1	97.4	99.4	84.2	98.2	101.5	92.2	100.5
O=C(O)CCCC(=O)O	nt	97.1	106.4	101.1	99.7	101.4	98.9	100.4	103.3
O=C(CI)Nc1ccc2oc(=O)c(C(=O)O)cc2c1	142.2	100.9	108.2	105.9	94.3	113.7	119.4	103.4	110.4
OCCCN1CCN(CCO)CC1	98.2	105.9	97.2	101.2	88.1	98.7	104.5	104.4	108.6
Clc1ccc(SCNc2cccc(Cl)c2)cc1	98.3	101.2	89.7	89.9	71.5	87.0	69.6	67.8	89.0
O=C1CCC2(C3CC3)N1CCc1cncn12 (stereo not drawn)	101.6	98.4	106.3	108.5	98.6	99.3	103.3	103.7	99.8
N#CC(C#N)c1ccnc2ccccc12	92.5	92.1	96.9	94.2	76.5	106.4	102.9	95.0	94.3
CC(CC(C#N)NCCNC(C#N)CC(C)CC(C)(C)C)CC(C)(C)C (stereo not drawn)	104.0	100.7	115.5	106.4	nt	104.3	nt	105.2	101.9
Cc1ccc2oc(=O)ccc2c1	102.0	105.6	63.7	107.5	nt	103.3	136.5	106.4	100.6
Cc1c/c(=N\NC(=O)Nc2ccc(F)cc2)oc2cc(O)ccc12	96.1	103.8	110.7	109.4	95.0	105.9	86.6	103.7	116.8
COc1ccc2c(c1)nc(N)c1c3cccnc3cn21	69.4	-31.5*	-5.6*	1.2*	-2.5*	19.5	72.5	10.8	-2.3*
NC(=O)c1cc(Br)cc(C2CCCCC2)c1O	75.8	112.9	94.7	105.4	14.7	96.3	126.0	96.0	85.7
C=CCNC(=O)c1ccccc1	92.4	149.8	98.0	105.6	98.4	92.5	99.5	98.2	92.7
O=C(NC(=S)Nc1cc(-c2cccs2)[nH]n1)c1ccco1	87.8	117.8	96.5	99.0	76.3	98.2	101.2	97.0	92.3
O=C1/C(=C/c2ccccc2[N+](=O)[O-])COc2ccc(O)c(O)c21	-8.7*	-32.6*	5.2*	0.6*	-45.2*	-11.8*	33.3	-15.4*	6.0*
CC1=CSC2=NCCCCN12	102.3	102.1	103.9	104.5	86.0	99.3	91.3	101.5	106.7
C/C(=N\C(N)=S)c1nc2ccccc2n1CCBr	109.7	103.6	nt	114.4	103.7	90.4	93.9	105.3	95.3
O=[N+]([O-])c1ccccc1C(=Nc1ccccc1)c1c(O)cc(O)cc1O	102.5	104.3	111.7	108.6	109.5	111.6	101.0	107.0	95.5
CC(C)(C)c1nn(-c2ccccc2)c2c1COCN2Cc1ccc(C(F)(F)F)cc1	89.1	106.7	84.6	95.8	52.1	116.7	118.9	72.9	98.3
O/N=C/c1cc2c(cc1Br)OCO2	103.8	121.2	105.6	108.1	94.9	102.7	103.3	103.4	96.1
CC(C)(C)C(=O)OC[C@H]1O[C@@H](n2c(=O)cc(N)[nH]c2=O)[C@H](O)[C@@H]1O	95.8	114.7	100.8	104.1	97.6	103.7	95.0	102.9	107.7
O=C(O)c1ccc(-c2nn(-c3ccc(C(F)(F)F)cc3)cc2CNc2ccc(C(F)(F)F)cc2)cc1	111.0	122.1	112.8	101.9	89.8	91.5	100.7	100.1	99.6
CC(=O)C[n+]1ccccc1Sc1ccc(Cl)cc1	91.1	108.6	107.7	77.0	108.0	93.3	99.6	81.5	110.9
CC(=O)NCC1(c2ccccc2)CCN(CC2COc3ccccc3O2)CC1 (stereo not drawn)	94.8	98.6	104.3	108.1	89.9	103.2	94.6	92.3	96.3
CCOC(=O)C1=C(C)NC(SCc2nnc(-c3ccc(Cl)cc3)o2)=NC1c1ccc(OC)cc1 (stereo not drawn)	88.2	111.0	107.9	103.4	92.1	94.1	90.8	101.3	95.2
CCCCC/C=C/C(C)=C/C1CC(C)C/C=C/CCC(O)C(OC(N)=O)CCC(C)CC(O)C(C)C(=O)O1 (stereo not drawn)	104.3	121.2	96.9	67.0	79.2	89.8	100.6	94.1	96.0
CC(=O)Nc1ccc(-n2c(CO)nc3cc(-c4ccc(O)cc4)ccc32)cc1	78.4	128.1	81.7	84.8	44.9	89.6	96.1	81.2	97.7
CNS(=O)(=O)c1c(N)ncn1C	99.1	109.8	104.4	107.3	94.8	96.7	nt	89.1	99.8
COc1ccc(Cl)cc1C/C=N\NC(=O)c1ccncc1	91.9	106.0	100.7	101.5	104.0	67.1	107.1	56.3	103.1
CCNC12CCCCC1(O)Oc1ccccc12 (stereo not drawn)	92.0	117.9	104.9	103.1	98.6	99.6	99.1	102.0	104.6
CC(=O)NC(Cc1cnc[nH]1)C(=O)O (stereo not drawn)	98.3	109.8	104.8	105.6	122.6	96.1	nt	104.9	112.3
CCCCCC1(C)NCCO1 (stereo not drawn)	104.3	130.7	110.9	110.4	100.4	108.0	95.0	104.8	117.0
O=C(OCC(O)C(O)C(O)C(SCc1ccccc1)SCc1ccccc1)c1ccccc1 (stereo not drawn)	114.0	109.8	101.6	110.9	nt	95.5	107.2	94.4	84.5
Cc1ccc2nc(NC(=O)CSc3nc(Nc4ccc([N+](=O)[O-])cc4)c(C#N)c(-c4ccccc4)n3)sc2c1	98.7	107.6	96.7	98.7	87.3	93.6	92.6	89.5	95.0

# (list continues)
SMILES	NCI-H226	COLO 205	HT29	NCI-H460	NCI-H522	HCT-15	NCI-H322M	HCT-116	NCI/ADR-RES
Brc1ccccc1Nc1ccc2nnc(-c3ccncc3)n2n1	nt	102.7	108.7	104.1	-71.2*	80.6	95.6	94.9	99.8
CN(C)c1ccc(/C=C/C#N)cc1	95.8	111.2	108.7	103.2	nt	107.6	104.7	109.6	106.7
CC(=O)c1ccc(NC(=O)CSc2nnc(-c3ccc4nc(-c5ccccc5)[nH]c4c3)o2)cc1	92.6	119.5	104.0	104.4	100.3	98.5	101.0	102.6	110.8
Cc1ccc(C(=O)Nc2ccc3c(c2)CN(C2CCC(=O)NC2=O)C3=O)cc1 (stereo not drawn)	112.8	95.7	95.6	110.4	104.7	95.5	108.2	108.5	106.7
CCOC(=O)C1N(Cc2ccccc2)C(=O)c2c(Cl)cc(Cl)cc2N2CCC(=O)C12C(=O)OCC (stereo not drawn)	105.2	108.0	109.3	108.2	80.0	93.0	86.1	97.0	116.3
CC(=O)C1=C(C)NC(NN)=NC1c1cccc([N+](=O)[O-])c1 (stereo not drawn)	101.4	113.0	117.5	116.9	101.4	101.9	99.5	103.9	103.5
CCN(CC)CC(Oc1ccccc1OC)C(=O)c1ccccc1 (stereo not drawn)	93.9	98.9	73.9	100.9	94.7	100.2	93.2	84.2	95.1
COc1cc(C)ccc1Oc1nc(Nc2ccc(N3CCOCC3)cc2)ncc1N=Cc1cc(C(F)(F)F)cc(C(F)(F)F)c1	55.4	68.3	64.5	44.6	27.3	92.0	79.7	47.6	69.9
CC(=O)NNC(=O)c1ccccn1	101.7	117.2	109.0	104.8	88.2	107.6	90.2	92.0	102.2
CC1(C)C(=O)/C(=C\c2cc(C(F)(F)F)cc(C(F)(F)F)c2)C[C@]2(C)[C@H]3CC[C@@H]4[C@@H](C(=O)/C=C\c5cc(C(F)(F)F)cc(C(F)(F)F)c5)CC[C@@]4(C)[C@]3(C)CC[C@@H]12	95.8	127.6	105.6	102.7	89.5	94.9	106.5	102.1	101.2
O=c1[nH]c2ccccc2cc1CNc1ccc(Nc2nccc(-c3ccc(Cl)cc3)n2)cc1	75.4	81.2	55.2	74.6	64.5	66.3	75.2	81.8	75.7
COc1cc(C(=O)c2ccccc2C(=O)O)c(OC)c2c1CCCC2	108.2	107.7&114.3	98.2&105.0	106.7&102.8	145.4&105.9	103.8&93.4	101.5&108.4	95.4&95.6	104.4&102.7
CN1C(=O)C(C(=O)/C=C/c2ccc(Cl)cc2)C(=O)N(C)C1=O	93.9	106.0	99.5	97.9	nt	97.1	92.5	92.9	104.3
Cc1cn2c(/C=C3/C(=O)Nc4c3ccc3ccccc43)c(C(F)(F)F)nc2s1	53.5	-49.4*	0.3*	9.3*	5.3*	27.0	43.2	30.6	5.2*
COc1c(O[C@@H]2OC(C)[C@@H](O)[C@H](O)C2O)cc2oc3cc(O)c(CC=C(C)C)c(O)c3c(=O)c2c1CC=C(C)C (stereo partly drawn)	80.2	103.3	88.0	69.8	100.2	76.4	104.3	66.9	95.0
Cn1c(O)c(/C=C2\C=Nc3ccccc32)s/c1=N/c1nccs1	53.4	129.9	81.7	87.2	63.6	75.3	70.9	71.5	85.2
Cn1cc(C2=C(c3coc4cc(Br)ccc34)C(=O)N(O)C2=O)c2ccccc21	87.6	87.9	106.1	99.0	87.7	95.0	85.6	91.7	97.8
CC(C)CC(=O)C1C(=O)c2ccccc2C1=O	111.6&94.9	113.2&117.5	107.3&93.4	110.1&104.8	87.0	103.9&105.8	112.5&97.5	104.9&108.1	108.9&103.2
O/N=C(/CCc1ccccc1)c1ccccc1	84.3	107.3	110.3	99.3	nt	102.6	91.3	100.4	105.6
O=C1CCCC(=O)O1	85.8	102.9	96.1	98.3	93.6	111.9	103.8	98.9	103.7
CN1C(=O)N(C)C2C1NN=c1s/c(=C\C(=O)O)c(=O)n12 (stereo not drawn)	104.8	107.7	102.3	107.4	94.8	94.9	100.8	106.5	105.7

# Pulled one by one from the list above (4):
SMILES	NCI-H226	COLO 205	HT29	NCI-H460	NCI-H522	HCT-15	NCI-H322M	HCT-116	NCI/ADR-RES
O=c1[nH]c2ccccc2cc1CNc1ccc(Nc2nccc(-c3ccc(Cl)cc3)n2)cc1	75.4	81.2	55.2	74.6	64.5	66.3	75.2	81.8	75.7
Cc1cn2c(/C=C3/C(=O)Nc4c3ccc3ccccc43)c(C(F)(F)F)nc2s1	53.5	-49.4*	0.3*	9.3*	5.3*	27.0	43.2	30.6	5.2*
Cn1c(O)c(/C=C2\C=Nc3ccccc32)s/c1=N/c1nccs1	53.4	129.9	81.7	87.2	63.6	75.3	70.9	71.5	85.2
CC(C)CC(=O)C1C(=O)c2ccccc2C1=O	111.6&94.9	113.2&117.5	107.3&93.4	110.1&104.8	87.0	103.9&105.8	112.5&97.5	104.9&108.1	108.9&103.2
